From PubChem BioAssay
IL1B secr inh: inhibitors of inflammasome signaling (IL-1 beta secretion); THP-1 LPS/ATP IL-1B secretion, AlphaLISA, 16 h; hits give low values; activity change, % at 57.5 µM; actives 4.7% (n = 360,000); AID 743279; in the data active = activity change below about -50%; inconclusive = mostly about -30% to -49%; also: % is scaled to controls: 0 for no effect and ±100 for the full control effect
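THP-1 cells pretreated 1 hr with compounds (up to 57.5 uM final), then stimulated with LPS (250 ng/mL final) plus ATP (1.25 mM final); secreted IL-1B measured by AlphaLISA after 16 hr, decreased signal indicating inhibition.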
ATXN2 expr inh: reduces ATXN2 reporter expression in HEK-293 cells. AID 1745845. Potency, µM (highest dose often 57 µM), inactives show at the top dose activity change, negative = inhibition, actives largely listed as inhibitors. actives 0.72% (n = 360,000). HEK-293 ATXN2-luciferase reporter, luminescence, 24 h; also: potency is read from the fitted curve at half-maximal effect; % is scaled to controls: 0 for no effect and ±100 for the full control effect; nearly all actives have a fitted effect of over 55% in size
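qHTS (up to 57 uM final) was run with 24 h compound exposure of reporter cells at 37 °C. Each well was multiplexed: SteadyGlo luminescence measured ATXN2-luciferase expression after a fluorogenic Gly-Phe-AFC viability readout (25 uM final).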
HT1080-NT tox: kills 2HG-producing HT-1080-NT fibrosarcoma cells. HT-1080-NT fibrosarcoma viability, CellTiter-Glo ATP luminescence, 48 h. actives 1.6% (n = 360,000). Potency, µM (top dose mostly 46.1 µM), without a hit: at the highest dose activity, negative = less viability, hits mostly cytotoxic;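 also: NT is the 2HG producing partner of a matched IDH1 knockdown line; potency is read from the fitted curve at half-maximal effect; 0% = DMSO-treated cells and -100% = media-only wells without cells; nearly all actives have a fitted effect of over 55% in size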
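Luminescent CellTiter-Glo readout after 48 hours of compound exposure at 37 degrees C defined viability of HT-1080-NT cells. Activity was normalized to DMSO wells and cell-free media wells; concentration-response curves were fitted and assigned curve classes.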
SW480 rerep: induces DNA re-replication in SW480 colon adenocarcinoma cells; actives 1.8% (n = 340,000); Potency, µM (titrated, usually from 46.1 µM), inactives show at the highest dose re-replication activation, actives largely listed as activators; SW480 DNA re-replication, Hoechst DNA content imaging, 48 h; also: potency is read from the fitted curve at half-maximal effect; % of control where 0% means no effect; nearly all actives have a fitted effect of over 55% in size
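Compounds, transferred as 23 nL by pin tool, were incubated with cells for 48 hr; DNA content per nucleus was then quantified by Hoechst staining and fluorescence plate imaging.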
HepG2 viability: HepG2 cytotoxicity, counter-screen for TGF-b inhibitors; actives 0.76% (n = 410,000); HepG2 CAGA-GFP viability, ATP luminescence, 18 h; Potency, µM (series often up to 46.1 µM), for the others: top-dose activity change, negative = cytotoxicity, most hits filed as cytotoxic; AID 588856; also: potency is read from the fitted curve at half-maximal effect; some results filed as inactive show a strong effect at the top dose
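CellTiter-Glo luminescence gave cytotoxicity after 18 hours at 37 degrees C. The cells were HepG2 CAGA-GFP in 1% FBS DMEM, stimulated with 500 pg/mL TGF-beta after compound addition. %Activity was normalised to no-cell wells (complete cell-killing) and DMSO (no toxicity), and curves were fitted and classified.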
MCF10A rereplic: DNA re-replication induction in MCF 10a cells | actives 2.9% (n = 350,000) | Potency, µM (highest dose often 46.1 µM), for inactives: top-dose activity, positive = re-replication, most hits filed as activators | MCF 10A DNA re-replication, Hoechst nuclear intensity, 48 h; also: potency is read from the fitted curve at half-maximal effect; % of control where 0% means no effect; nearly all actives have a fitted effect of over 50% in size
HT1080 IDH1KD tx: kills HT-1080 cells with IDH1 knockdown. actives 2% (n = 360,000). Potency, µM (doses to about 46.1 µM), for the others: at the highest dose activity, negative = toxicity, most hits filed as cytotoxic. HT-1080 IDH1 knockdown viability, ATP luminescence, 48 h. AID 686971;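 also: potency is read from the fitted curve at half-maximal effect; 0% = DMSO wells and -100% = cell-free medium wells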
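After a 2 h attachment period, IDH1KD HT-1080 cells took pin-transferred compound for 48 h at 37 °C; ATP-based luminescence after 10 min room-temperature reagent incubation reported viability.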
KB-3-1 tox: kills parental KB-3-1 adenocarcinoma cells. Potency, µM (titrated, usually from 46.1 µM), for inactives: at the top dose activity change, negative = cytotoxic, hits mostly cytotoxic. actives 1.4% (n = 400,000). KB-3-1 viability, CellTiter-Glo ATP luminescence, 72 h; also: potency is read from the fitted curve at half-maximal effect; % is scaled to controls: 0 for no effect and ±100 for the full control effect; nearly all actives have a fitted effect of over 60% in size
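Cells are dispensed, compounds pinned in, plates held at 37 °C for 72 h, then CellTiter-Glo is added and luminescence read after 10 minutes. Cell line: parental KB-3-1 in phenol-red-free DMEM, 10% FBS.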
ATXN viability: reduces viability in counter-screen for ATXN expression inhibitors; S2 cells (HEK-293 line with an ATXN2-luciferase reporter) viability, CellTiter-Fluor protease fluorescence, 24 h; Potency, µM (highest dose often 56.7 µM), most hits filed as cytotoxic; actives 0.49% (n = 400,000); AID 651635; also: potency is read from the fitted curve at half-maximal effect; nearly all actives have a fitted effect of over 40% in size
An asterisk follows results filed as active; i = inactive; ? = inconclusive; nt = not tested or not shown; [ ] = dose if it differs, or a comment. Unless noted, calls follow the shape of the dose curve; as a rule, active = well fitted curve in the direction sought with a large enough effect; inconclusive = small, poorly fitted or top-dose-only effect, or another doubt; inactive = no such curve, though single readings can be large; an effect the other way counts as inactive or inconclusive.

Fields: IL1B secr inh	ATXN2 expr inh	HT1080-NT tox	SW480 rerep	HepG2 viability	MCF10A rereplic	HT1080 IDH1KD tx	KB-3-1 tox	ATXN viability
- CCOC(=O)CSc1nnc(-c2ccc(NS(=O)(=O)c3ccc(C)cc3)cc2)o1
    -17	4%	17%	-4%	2%	25%	5%	4%	i
- CCN(CC(=O)Nc1ccccc1C(F)(F)F)C(=O)c1ccc(-n2nc(C)c(CCC(=O)OC)c2C)cc1
    21	-11%	0%	-7%	9%	2%	1%	-7%	i
- COC(=O)COc1cccc(NC(=O)c2cccs2)c1
    -53*	-1%	-11%	-1%	-38%	-2%	0%	-2%	i
- CS(=O)(=O)N1CCCC(C(=O)NCCCN2CCC(Cc3ccccc3)CC2)C1 (configuration not stated)
    8	-4%	0%	-6%	-2%	3%	?	2%	i
- Cc1ccc(C(=O)NCc2ccco2)cc1S(=O)(=O)N1CCOCC1
    -1	-7%	3%	-10%	6%	0%	-2%	-6%	i
- Cc1ccc(-c2nnc3c(C(F)(F)F)nc4ccccc4n23)cc1
    -26	-6%	4%	16µM*	-42%	?	12%	?	?
- Cc1ccc(SCC(=O)OC(C)C(=O)NC2(C#N)CCCCC2)cc1 (configuration not stated)
    6	-14%	-1%	-2%	1%	6%	1%	0%	i
- CCC(C)(C)C1CCc2[nH]nc(C(=O)NC3CCCC3)c2C1 (configuration not stated)
    ?	10%	3%	-2%	-46%	0%	3%	-16%	i
- CCCCN(CC)CCNC(=O)c1cc2c(=O)[nH]c3ccccc3c2s1
    nt	-19%	0%	?	-2%	10%	0%	-17%	?
- c1ccc2c(-c3ccncc3)c[nH]c2c1
    nt	9%	-4%	-8%	-15%	8%	1%	-10%	i
- CCO/C(C)=C1\C(=O)N(CC)c2ccccc21
    -1	1%	0%	-2%	41%	9%	7%	-2%	i
- COC(=O)C1=C(C(=O)OC)[C@@H]2N(C)c3ccccc3[C@@]23C[C@@H](C(=O)OC)N(C(=O)CC(C)C)C3=N1
    -15	5%	1%	2%	-5%	-7%	6%	1%	i
- O=C(NCCN1CCCC1=O)C1CCC(=O)N(CCc2cccc(F)c2)C1 (configuration not stated)
    10	-5%	8%	-2%	-4%	0%	2%	-15%	i
- O=C(c1ccc(Cl)cc1)c1cnc(-c2ccc(Cl)cc2)s1
    -1	30%[activator]	2%	3%	-11%	-1%	3%	-3%	i
- O=C(Cn1cnc2ccccc21)NCCCN1CCOCC1
    5	2%	10%	-2%	3%	-4%	9%	8%	i
- CCCC(=O)Nc1ccc(Cl)c(NC(=O)c2cccnc2Cl)c1
    -24	-1%	1%	-6%	-30%	1%	-3%	-2%	i
- COc1cc(NS(=O)(=O)c2ccc(NC(=O)c3ccc(Cl)cc3Cl)cc2)nc(OC)n1
    nt	-3%	nt	nt	-4%	nt	nt	0%	i
- CCN(CC(=O)N1CCN(Cc2ccccc2)CC1)S(=O)(=O)c1ccc(F)cc1
    8	-4%	1%	-2%	-28%	0%	7%	-7%	i
- OC[C@@H]1[C@@H](c2ccc(F)cc2)C(c2cccc(Cl)c2)=NN1c1ccccc1
    ?	?	-21%	0.13µM*	-91%	0.58µM*	-21%	?	nt
- O=C(C1COc2ccccc2O1)N1CCc2ccccc2C1 (configuration not stated)
    -7	43%[activator]	0%	-1%	3%	-16%	2%	2%	i
- COC(=O)C1=C(C)N(CCc2c[nH]c3ccc(OC)cc23)C(=O)C1
    -12	-14%	8%	-3%	0%	18%	17%	12%	i
- CCOC(=O)C1CCN(C(=O)c2ccc(OCC(=O)Nc3cccc(C(F)(F)F)c3)c(OC)c2)CC1
    ?	?	?	?	-32%	17%	-10%	-24%	i
- COCOCCn1cc(CN2CCS(=O)(=O)N(Cc3ccc(-c4cccc(N(C)C)c4)cc3)C(CC(C)C)C2=O)nn1 (configuration not stated)
    -2	1%	-14%	nt	-16%	nt	2%	-2%	i
- Cc1cc(C)nc(N2CCCC(C(=O)Nc3nnc(C(C)(C)C)s3)C2)n1 (configuration not stated)
    1	nt	-2%	-71%[inhibitor]	26%	-1%	-2%	-1%	i
- CC(NC(=O)NCCCC(=O)O)(C(F)(F)F)C(F)(F)F
    21	4%	12%	-1%	-13%	1%	14%	1%	i
- Cc1ccc(C(=O)NCC(C)NC(=O)c2ccc(C)c(C)c2)cc1C (configuration not stated)
    -26	-24%	-8%	-8%	-30%	16%	-12%	-2%	i
- C/C(=N\NC(=O)c1ccco1)c1ccc(C(=O)O)s1
    -14	40%[activator]	4%	-4%	-2%	-7%	1%	-1%	i
- CCc1nnc(NC(=O)c2sc3nc4c(cc3c2N)CCCCC4)s1
    -8	68%	-20%	8.2µM*	-61%	16µM*	-15%	?	nt
- COc1cccc(CNC(=O)CCC2CCCN(C(=O)c3ccoc3C)C2)c1 (configuration not stated)
    4	-5%	3%	-3%	-5%	-17%	-3%	7%	i
- CCOc1cc(C2C(C(=O)OC)=C(C)NC3=C2C(=O)c2ccccc23)ccc1O (configuration not stated)
    nt	-19%	nt	nt	-16%	nt	nt	13%	?

3 compounds from above, sorted by molecular weight, highest first:
Fields: IL1B secr inh	ATXN2 expr inh	HT1080-NT tox	SW480 rerep	HepG2 viability	MCF10A rereplic	HT1080 IDH1KD tx	KB-3-1 tox	ATXN viability
- COCOCCn1cc(CN2CCS(=O)(=O)N(Cc3ccc(-c4cccc(N(C)C)c4)cc3)C(CC(C)C)C2=O)nn1 (configuration not stated)
    -2	1%	-14%	nt	-16%	nt	2%	-2%	i
- C/C(=N\NC(=O)c1ccco1)c1ccc(C(=O)O)s1
    -14	40%[activator]	4%	-4%	-2%	-7%	1%	-1%	i
- CCO/C(C)=C1\C(=O)N(CC)c2ccccc21
    -1	1%	0%	-2%	41%	9%	7%	-2%	i

Further compounds follow.
Fields: IL1B secr inh	ATXN2 expr inh	HT1080-NT tox	SW480 rerep	HepG2 viability	MCF10A rereplic	HT1080 IDH1KD tx	KB-3-1 tox	ATXN viability
- CCOc1ccc(S(=O)(=O)N(C(=O)c2ccco2)c2cc3sc(=O)oc3c3ccccc23)cc1
    -95*	?	?	2%	-20%	?	-27%	-19%	?
- CN(C)CCCNCCCCNC(=O)/C=N/O
    -15	1%	25%	-10%	1%	0%	18%	-5%	i
- C=CCNC(=S)Nc1ccc(Br)cc1F
    12	nt	10%	1%	-18%	1%	7%	0%	nt
- O=NN(CCCl)C(=O)NCC1=C[N+](=O)CC=C1
    -1	14%	14%	nt	nt	nt	22%	20%	i
- COc1ccc(C(=O)NCc2nnc(SCC(=O)N3CCC(C)CC3)o2)cc1OC
    3	4%	5%	1%	6%	-25%	11%	0%	?
- O=C(NCCc1ccc(F)cc1)c1ccc(S(=O)(=O)N2CCCC2)cc1
    0	3%	-3%	?	2%	25%	0%	-12%	i
- O=C(O)CCCNc1ccc([N+](=O)[O-])c(NCCCC(=O)O)n1
    -1	0%	18%	-3%	4%	5%	17%	0%	i
- C=CCN(CC=C)CCOc1cccc2ccccc12
    -57*	-15%	-6%	19%	-21%	25%	-13%	1%	i
- Cc1nc2ccc(NC(=O)N3CCN(c4ccccn4)CC3)cc2s1
    -11	-1%	0%	-10%	-20%	0%	-1%	21%	i
- O=C(c1ccco1)N1CCN(Cc2cccc(F)c2)CC1
    ?	-9%	-3%	-1%	10%	-2%	-1%	-3%	i
- Cc1ccc(-n2c(SCC(=O)Nc3nccs3)nc3c(c2=O)SCC3)cc1
    6	-29%	0%	14%	-5%	15%	0%	0%	?
- CC(C)(C)Cc1nc(-c2ccccn2)no1
    9	40%[activator]	6%	-4%	2%	-3%	8%	1%	i
- COc1ccccc1CN1CC(C(=O)NCc2ccc(N3CCCC3=O)cc2)CCC1=O (configuration not stated)
    1	nt	0%	-16%	3%	-2%	-13%	-6%	i
- FC(F)(F)c1nc(N2CCCC2)ncc1-c1nnnn1-c1ccc(Cl)cc1
    -17	-26%	-21%	8%	-29%	?	?	?	i
- COc1ccc(N2C(=O)CSC2c2ccc3c(c2)OCO3)c(OC)c1 (configuration not stated)
    9	-24%	-21%	9%	2%	3%	-18%	?	?
- Cc1ccc(NC(=O)N2CC3CCCN3c3ccccc32)cc1Cl (configuration not stated)
    nt	-24%	nt	nt	-37%	nt	nt	8%	i
- CC(=O)Nc1sc(C)c(C)c1C(=O)OCC(=O)Nc1cc(S(C)(=O)=O)ccc1Cl
    ?	-29%	-3%	14%	3%	0%	5%	?	i
- CC1(C)Cc2ccccc2-c2nnc(-c3ccco3)n21
    -7	26%	11%	-5%	5%	8%	0%	19%	i
- O=C(c1cc(=O)[nH]c2ccccc12)N1CC=C(c2ccccc2)CC1
    -9	2%	-1%	1%	7%	1%	-8%	-18%	i
- COc1cc(CN2C[C@@H](CO)O[C@@H](n3cnc4c(N5CCOCC5)ncnc43)C2)cc(OC)c1OC
    -21	14%	16%	nt	19%	nt	10%	0%	i
- Cn1c2ccsc2c2ncn(Cc3ccccc3F)c(=O)c21
    nt	10%	nt	-58%[inhibitor]	-22%	?	nt	0%	i
- COc1cc(S(=O)(=O)N2CCCCCC2)c(OC)cc1Br
    -17	-17%	-1%	-1%	-42%	12%	-4%	1%	i
- COc1cc(OC)nc(Nc2nc(C(N)Cc3ccc(Cl)cc3)cs2)n1 (configuration not stated)
    -89*	32µM*	23µM*	nt	11µM*	nt	?	?	nt
- Nc1nnc(SCC(=O)Nc2cccnc2Cl)s1
    -4	8%	5%	-7%	17%	1%	18%	6%	i
